IL-2 act: qHTS of IL-2 Activators | IL-2 activation reporter assay, cell-based qHTS; stimulated with anti-CD3/CD4/CD28 beads; in transgenic mouse T cells | activation, % (series mostly up to about 46 µM) | 0.065% of 360,000 active | AID 652025, 2013; in the data active = activation above about 50%; inconclusive = mostly about 30% to 49%; also: 0% is about no effect
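EGFP and DsRed fluorescence is measured by plate cytometry in unstimulated transgenic mouse T cells exposed to compound for 60 minutes, then stimulated 18 hours at 37 degrees C with anti-CD3/anti-CD4 beads plus anti-CD28.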
DRD3 agonist: qHTS of D3 Dopamine Receptor Agonist: qHTS | D(3) dopamine receptor (Homo sapiens), P35462 | D3R DiscoveRx beta-arrestin cells, luminescence, 90 min | max activation, % | 0.58% of 410,000 active | AID 652048, 2013; in the data active = max activation above about 30%; also: 0% is about no effect; mostly tested at two doses, the higher about 12 µM
Target sequence (P35462 whole entry, looked up): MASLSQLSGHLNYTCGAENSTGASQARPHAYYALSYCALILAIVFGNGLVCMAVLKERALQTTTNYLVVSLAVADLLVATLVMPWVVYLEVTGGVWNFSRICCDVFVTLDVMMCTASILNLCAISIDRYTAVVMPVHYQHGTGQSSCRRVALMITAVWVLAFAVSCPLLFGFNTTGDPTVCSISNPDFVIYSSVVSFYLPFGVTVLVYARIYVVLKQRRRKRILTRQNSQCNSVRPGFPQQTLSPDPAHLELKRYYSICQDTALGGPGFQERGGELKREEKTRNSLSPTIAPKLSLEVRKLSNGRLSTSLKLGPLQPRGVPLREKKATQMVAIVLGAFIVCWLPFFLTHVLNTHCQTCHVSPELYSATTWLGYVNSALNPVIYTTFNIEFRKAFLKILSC
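Agonist mode: compounds and dopamine controls were applied to plated cells for 90 min at 37 degrees C after an overnight attachment at 1500 cells/well. Luminescent read-out followed 30 - 60 minutes at room temperature with DiscoveRx detection reagent.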
PLK1 PBD block: qHTS for Inhibitors of PLK1-PDB (polo-like kinase 1 - polo-box domain): Primary Screen; Potency, µM, inactives show max response, negative = inhibition, actives largely listed as inhibitors; Plk1 PBD binding of FITC phosphopeptide, fluorescence polarization; AID 720504, 2013; 2.8% of 360,000 active; also: potency is read from the fitted curve at half-maximal effect; series mostly up to about 57 µM; % is scaled to controls: 0 for no effect and ±100 for the full control effect; nearly all actives have a fitted effect of over 65% in size
DRD3 antagonist: qHTS of D3 Dopamine Receptor Antagonist: qHTS; D3R cells, DiscoveRx beta-arrestin luminescence, antagonist mode; hits give low values; max response, negative = inhibition, %; 2.5% of 360,000 active; AID 652054, 2013; in the data active = max response below about -50%; inconclusive = no clear call, values can overlap the other calls; also: % is scaled to controls: 0 for no effect and ±100 for the full control effect; mostly tested at two doses, the higher about 12 µM
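Cells expressing the human receptor were seeded at 1500 cells/well, incubated overnight at 37 degrees C in 5% CO2, then exposed to library compounds with dopamine controls for 90 minutes at 37 degrees C before luminescent detection.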
GLP1R cytotox: qHTS of GLP-1 Receptor Inverse Agonists: Cytotox Screen. AID 624418, 2012. Potency, µM (titrated, usually from 38.3 µM), without a hit: at the top dose activity change, negative = inhibition, usual class: inhibitors. 0.13% of 410,000 active. HEK293 cAMP-luciferase reporter cells, luminescence, 24 h;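 also: loss of luciferase light is scored as toxicity; potency is read from the fitted curve at half-maximal effect; % is scaled to controls: 0 for no effect and ±100 for the full control effect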
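1536-well qHTS counterscreen of the MLSMR; 200 cells/uL, 12 h pre-incubation, 23 nL cpd, 24 h at 37 deg C 5% CO2, luciferase detection reagent, 12 min RT, luminescence. Inhibition = undesired.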
GLP-1R agonist: qHTS of GLP-1 Receptor Agonists | Glucagon-like peptide 1 receptor (Homo sapiens), P43220 | 0.007% of 380,000 active | HEK293 GLP-1R CRE-luciferase, luminescence, 4-6 h; cells express a hypersensitive GLP-1R form | Potency, µM (titrated, usually from 45.6 µM), without a hit: at the top dose activation, usual class: activators; also: potency is read from the fitted curve at half-maximal effect; % of control where 0% means no effect
Target sequence (P43220 whole entry, looked up): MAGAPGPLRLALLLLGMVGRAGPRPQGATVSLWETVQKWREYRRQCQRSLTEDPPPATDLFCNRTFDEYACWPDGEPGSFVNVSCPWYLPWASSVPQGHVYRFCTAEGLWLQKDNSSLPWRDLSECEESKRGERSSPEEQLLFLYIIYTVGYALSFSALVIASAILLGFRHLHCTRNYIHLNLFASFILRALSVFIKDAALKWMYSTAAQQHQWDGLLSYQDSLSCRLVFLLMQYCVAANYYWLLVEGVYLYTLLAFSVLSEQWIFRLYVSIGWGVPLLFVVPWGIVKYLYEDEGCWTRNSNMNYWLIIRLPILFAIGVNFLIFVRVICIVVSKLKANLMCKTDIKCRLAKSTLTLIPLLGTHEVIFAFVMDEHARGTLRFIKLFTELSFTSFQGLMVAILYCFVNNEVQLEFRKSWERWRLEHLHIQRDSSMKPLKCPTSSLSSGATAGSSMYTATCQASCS
PI5P4Ka inh: qHTS for Inhibitors of phosphatidylinositol 5-phosphate 4-kinase (PI5P4K) | Phosphatidylinositol 5-phosphate 4-kinase type-2 alpha (Homo sapiens), P48426 | max response, % | 1.2% of 330,000 active | AID 652105, 2013 | PI5P4Kalpha enzyme, ADP-Glo luminescence, 60 min; hits give low values; active = max response of -50% or lower; inconclusive = between -30% and -50%; inactive = -30% or higher; also: value at the top dose of about 77 µM; % is scaled to controls: 0 for no effect and ±100 for the full control effect
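Single end-point luminescence (ADP-Glo) quantified ADP from PI5P4Kalpha turnover; ATP 5 microM final, 1 h at RT, 0.1% CHAPS and 0.28 mM EGTA in HEPES pH 7.4.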
GLP-1R inv ag: qHTS of GLP-1 Receptor Inverse Agonists (Inhibition Mode) | AID 624417, 2012 | Potency, µM (series often up to 38.3 µM), without a hit: at the top dose activity change, negative = inhibition, usual class: inhibitors | Glucagon-like peptide 1 receptor (Homo sapiens), P43220 | 1.6% of 410,000 active | HEK293 GLP-1R CRE-luciferase, luminescence, 24 h; GLP-1R form is constitutively active; also: potency is read from the fitted curve at half-maximal effect; % is scaled to controls: 0 for no effect and ±100 for the full control effect; nearly all actives have a fitted effect of over 55% in size
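Readout was luciferase luminescence, measured 12 min after detection reagent at room temperature. Beforehand, GLP-1R reporter HEK293 cells had sat 12 h, then received compounds for 24 hr at 37 deg C.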
WRN inhibitor: qHTS for Inhibitors of WRN Helicase; 0.46% of 360,000 active; Potency, µM (series often up to 114 µM), inactives show at the top dose activity change, negative = inhibition, most hits filed as inhibitors; WRN helicase unwinding, fluorescent forked duplex, kinetic; Bifunctional 3'-5' exonuclease/ATP-dependent helicase WRN (Homo sapiens), Q14191; also: potency is read from the fitted curve at half-maximal effect; % is scaled to controls: 0 for no effect and ±100 for the full control effect; nearly all actives have a fitted effect of over 55% in size
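Primary qHTS, 1536-well format. 20 nM WRN + compound, 15 min RT; start with 100 nM forked fluorophore/quencher duplex, 2 mM ATP (final); kinetic read ex 525/em 598 nm.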
Active calls of the source: *; ? = inconclusive; nt = no result given; & = joins results of further samples; [ ] = remark or other dose. Unless noted, calls follow the shape of the dose curve; as a rule, active = well fitted curve in the direction sought with a large enough effect; inconclusive = small, poorly fitted or top-dose-only effect, or another doubt; inactive = no such curve, though single readings can be large; an effect the other way counts as inactive or inconclusive. This is a random part of the collection; about 7.8% have a hit in one of these screens.

SMILES	IL-2 act	DRD3 agonist	PLK1 PBD block	DRD3 antagonist	GLP1R cytotox	GLP-1R agonist	PI5P4Ka inh	GLP-1R inv ag	WRN inhibitor
COC(=O)CN(c1ccc(C)c(Cl)c1)S(C)(=O)=O	0.9	-2	-1%	16	-9%	-5%	-1	-23%	0%
CCCC(=O)Nc1nc2ccc3nc(C)sc3c2s1	-1.0	0	-7%	10	-8%	8%	1	43%[activator]	-27%
Cc1cccc(C(=O)Oc2ccccc2C2C[C@]3(C)CC(=O)NC3N2C(=O)c2cccc(C)c2)c1 (some centres not stated)	-0.6	-2	-2%	-21	-12%	7%	0	?	-1%
Fc1ccccc1-c1nc2nc3ccccc3nc2n1CC1CCCO1 (configuration not stated)	5.5	7	8%	12	-12%	8%	-4	-22%	-6%
O=C(OCC(=O)N1CCC(Cc2ccccc2)CC1)c1ccccc1	-3.3	-3	3%	-3	3%	9%	0	7%	-18%
CC(C)(O)/C=C/C[C@](C)(O)C1CC[C@]2(C)C1[C@H](O[C@H]1O[C@@H](CO)[C@H](O)[C@@H](O)[C@@H]1O)CC1[C@@]3(C)CC[C@H](O)C(C)(C)C3[C@@H](O)C[C@]12C (some centres not stated)	0.4	8	-1%	13	-1%	1%	4	1%	-1%
C=CCOn1c(=O)c(-c2ccc(OC)c(OC)c2)[n+]([O-])c2ccccc21	1.6	0	?	16	-3%	3%	-9	48%[activator]	-2%
COc1ccc(NC(=O)C2CCN(c3cc(C)nc(-c4ccccc4)n3)CC2)cc1	-1.1	3	-2%	?	?	-6%	0	?	-2%
Cn1nc(C(F)(F)F)c(-c2cccc(C(F)(F)F)c2)c1NC(=O)c1ccco1	-0.3	7	-3%	3	-5%	8%	12	?	1%
CCOC(=O)CN=C/C(C(=O)Nc1nccs1)=C(/C)O	-1.2	9	-6%	-7	2%	-1%	3	1%	11%
COC(=O)C1(C(=O)OC)c2cc3c(cc2CN(S(=O)(=O)c2ccc(C)cc2)C1CC(C)=O)OCO3 (configuration not stated)	3.5	-3	-24%	-2	3%	nt	5	-14%	-8%
CCOc1ccccc1N(C(=O)c1ccccc1Cl)C1=NC(C)(C)CS1	-2.6	-21	-2%	-11	-5%	4%	27	?	-2%
COc1cccc(NC(=O)C2CCN(c3cnccn3)CC2)c1	0.9	-6	-4%	-12	0%	2%	-7	11%	-8%
O=[N+]([O-])c1ccc(Cl)c(-c2ccc(/C=N/c3c(-c4ccco4)nc4ccccn34)o2)c1	0.6	4	-7%	?	1%	-5%	?	9%	-31%
CN(Cc1ccccc1)C(=O)C1CCCN(Cc2cccc(Cl)c2)C1 (configuration not stated)	-0.3&1.3	-15&-18	1%&2%	-1&5	-2%&-2%	0%&1%	0&-2	?	-13%&5%
COc1cccc(C(=O)Nc2nc3c(c(=O)[nH]2)CCCC3)c1	-2.4	2	1%	44	-3%	3%	-1	24%	-5%
Cc1ccc2sc(-c3ccc(NC(=O)c4cc(-n5cnnc5)ccc4Cl)cc3)nc2c1	5.9	17	2%	48	-13%	-8%	nt	20%	-3%
C=CCN1C(=O)C(CC(=O)NCC)SC1=Nc1ccccc1OC (configuration not stated)	-0.1	12	5%	2	0%	2%	1	14%	-3%
O=C1N(c2ccccc2)CCN1c1ccccc1	2.4	6	-11%	-2	3%	-3%	6	4%	1%
Cc1cnc(C(=O)OCC(=O)NCc2ccccc2)cn1	0.1	0	-3%	-2	-3%	-6%	0	-7%	7%
CCN1C(=O)[C@@H]2[C@@H](c3ccc(-c4ccc(Cl)c(Cl)c4)c(OC)c3)N3CCC[C@@]3(C(=O)OC)[C@@H]2C1=O	-0.9	0	4%	-3	0%	6%	1	?	-4%
Cn1c(-c2ccccc2)cnc1SCC(=O)NCc1ccco1	-2.4	-3	1%	-5	-9%	-1%	nt	1%	-8%[57.1 µM]
COc1ccc([C@H]2CC(=O)C[C@@H](CCn3nnc4ccccc43)O2)cc1	0.2	6	-1%	9	2%	5%	-1	23%	1%
COCC1CCN(C(=O)c2cc(COc3cccc4cnccc34)on2)CC1	-5.0	3	-22%	15	10%	4%	-2	-26%	3%
O=C(NCc1cc(C(F)(F)F)cc(C(F)(F)F)c1)C1CC(c2ccccc2[N+](=O)[O-])=NO1 (configuration not stated)	-0.7	4	-11%	0	8%	1%	8	10µM*	-4%

Some of the entries so far, comma-delimited:
SMILES,IL-2 act,DRD3 agonist,PLK1 PBD block,DRD3 antagonist,GLP1R cytotox,GLP-1R agonist,PI5P4Ka inh,GLP-1R inv ag,WRN inhibitor
O=C1N(c2ccccc2)CCN1c1ccccc1,2.4,6,-11%,-2,3%,-3%,6,4%,1%
Cc1cnc(C(=O)OCC(=O)NCc2ccccc2)cn1,0.1,0,-3%,-2,-3%,-6%,0,-7%,7%

Next records:
SMILES	IL-2 act	DRD3 agonist	PLK1 PBD block	DRD3 antagonist	GLP1R cytotox	GLP-1R agonist	PI5P4Ka inh	GLP-1R inv ag	WRN inhibitor
O=C(COc1ccc(C(=O)c2ccccc2)cc1)NCC(=O)Nc1ccccc1Br	1.1	3	-4%	14	0%	-4%	1	-8%	0%
CCn1c(CSc2nnc(C)n2-c2ccccc2)nc2cc(S(=O)(=O)N(C)C)ccc21	-2.8	-1	-12%	-4	6%	0%	2	11%	5%
COc1ccc(/C=N/NC(=O)CN2CCSCC2)c(OC)c1	-1.0	-3	5%	19	1%	12%	-8	14%	-6%
O=C(CCC(=O)OCC(=O)c1ccc(F)cc1)NC1CCCCC1	-2.1	-4	-3%	10	-6%	-9%	1	-2%	-3%
COc1cccc(N(CC(=O)NC2CCCCC2)C(=O)c2snc(C(N)=O)c2N)c1	0.1	-14	-4%	-12	17%	13%	-8	1%	?
COc1ccc(NC(=O)Nc2ccc3c(c2)C(=O)N([C@H](C)CO)C[C@H](C)[C@@H](CN(C)C(=O)Nc2c(C)noc2C)O3)cc1	-3.0	0	-26%	-10	-15%	-5%	1	12%	5%
CCOC(=O)N1N=C(c2ccccc2)CC1(O)C(F)(F)F (configuration not stated)	0.1	3	-12%	-8	-4%	-28%	0	9%	-26%
Cc1c(C(=O)OCCOC(C)C)[nH]c2c1C(=O)CC(C)(C)C2	-0.9	4	-5%	-9	-15%	13%	-5	?	6%
COc1ccc(CCNC(=O)CN(c2ccc(OC)cc2)S(C)(=O)=O)cc1	0.0	1	-12%	9	-6%	5%	1	-11%	-13%
COc1ccc(CC(=O)Nc2cccc(Cl)c2C)cc1S(=O)(=O)N1CCOCC1	0.1	-6	-3%	-16	-7%	-6%	-12	1%	1%
FC(F)(F)c1ccc2c(c1)C1C=CCC1C(c1ccncc1)N2 (configuration not stated)	-2.3	5	-25%	4	5%	1%	-3	-19%	-21%
CC1CN(Cc2c(O)ccc3c2oc(=O)c2ccccc23)CC(C)O1 (configuration not stated)	-0.5	-30	-10%	-66*	0%	17%	-5	20%	-8%
CCOc1cc(C(=O)Nc2ccc(N3CCN(S(C)(=O)=O)CC3)cc2)cc(OCC)c1OCC	1.7	2	0%	9	-6%	-14%	4	0%	7%
COc1ccc(-c2cn3ccc4ccccc4c3n2)cc1	0.8	0	-13%	-12	32%[activator]	-1%	3	-2%	-6%
C=C(C)c1cccc(C(C)(C)NC(=O)N2CCN(c3ccccc3OC)CC2)c1	-0.8	7	-5%	-1	4%	3%	-3	?	0%
Cc1nc(SCc2c(F)cccc2Cl)n[nH]1	-0.5	2	-1%	?	4%	0%	nt	5%	9%
Cc1ccc(NC(=O)C2Cc3ccccc3C(=O)O2)cc1 (configuration not stated)	-0.5	-1	1%	9	0%	5%	-11	-21%	-7%
CCCc1ccc2oc(C(=O)NCCN3CCCC(C(N)=O)C3)c(C)c2c1 (configuration not stated)	-0.4	1	0%	16	32%[activator]	-6%	2	?	4%
CCOC(=O)CC(=O)CSc1n[nH]c(=O)[nH]c1=O	0.0	4	-10%	2	-5%	-1%	-3	6%	-3%
COc1cc2c(cc1NC(=O)COc1ccc3ccccc3c1)oc1ccccc12	-1.5	1	4%	19	-10%	0%	nt	-6%	-3%
Cc1ccc(OCC(=O)c2cc(C)n(CC(F)(F)F)c2C)c([N+](=O)[O-])n1	-0.3	1	-9%	7	-16%	14%	5	16%	5%
CCOC(=O)c1cc2c(=O)n3ccccc3nc2n(CCCOC)c1=NC(=O)C(C)(C)C	3.5	-1	-5%	22	203%[activator]	-1%	-4	43%[activator]	6%
CCOC(=O)c1ccc(NC(=O)c2nn(C)cc2Br)cc1	-2.7	-5	-15%	10	13%	-3%	-11	12%	7%[57.1 µM]
CCn1c(SCC(=O)N2CCCCC2C)nnc1-c1ccc(S(=O)(=O)N2CCN(C)CC2)cc1 (configuration not stated)	-2.9	-5	-18%	5	4%	6%	2	4%	-7%
O=C(CN1C(=O)c2ccccc2C1=O)Nc1ccc(N2CCOCC2)cc1	1.7	-2	-3%	0	6%	2%	-4	11%	-2%
O=C(NCCC1=CCCCC1)C1CC(=O)N(C2CCCCC2)C1 (configuration not stated)	-3.1	-17	-7%	?	-6%	-3%	nt	-9%	5%
CCN(Cc1cc2ccccc2[nH]c1=O)S(=O)(=O)c1ccc(OC)cc1	3.4	3	-5%	6	-4%	9%	7	-28%	-1%

By substructure, the entries above with bromine.
SMILES	IL-2 act	DRD3 agonist	PLK1 PBD block	DRD3 antagonist	GLP1R cytotox	GLP-1R agonist	PI5P4Ka inh	GLP-1R inv ag	WRN inhibitor
O=C(COc1ccc(C(=O)c2ccccc2)cc1)NCC(=O)Nc1ccccc1Br	1.1	3	-4%	14	0%	-4%	1	-8%	0%
CCOC(=O)c1ccc(NC(=O)c2nn(C)cc2Br)cc1	-2.7	-5	-15%	10	13%	-3%	-11	12%	7%[57.1 µM]

Compound activity from PubChem BioAssay.
